Assay outcomes (PubChem)
KLF5 inh: kruppel-like factor 5 inhibition; DLD-1 KLF5 promoter-luciferase reporter, luminescence; inhibition, % at 5 µM; hit rate 0.23% among 290,000;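 active means inhibition above a per-plate limit of that plate's mean compound inhibition plus 3 SD, cut at about 60% in these data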;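 further: 0% = DMSO wells and 100% = LY294002 at 200 µM; higher means less KLF5 promoter-driven luciferase light; inactives centre near -14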
AI-2 QS mod: modulates the Vibrio harveyi AI-2 quorum sensing system | Vibrio harveyi JMH597 AI-2 luminescence/OD600 ratio, 9 h; active compounds read low; strain lacks LuxN and CqsS sensors; 0 = neutral-control median | activity change, % at 7.5 µM | hit rate 0.4% among 300,000 | AID 2094; in the data active means activity change below about -75%, passing the limit was not always enough; inconclusive means no clear call, values can overlap the other calls;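 further: luminescence divided by OD600 gain over 9 h not by final OD600 alone; inactives centre near 13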
HSF1 inhib: HSF1 inhibition; AID 2098; hit rate 0.77% among 300,000; activity change, negative = inhibition, % at 7.5 µM (by protocol); NIH3T3-HGL HSE-luciferase, MG132-induced, luminescence 8 h; active compounds read low;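 active means more than half of replicate wells show activity change below -50%, luminescence cut by over half; inconclusive means some wells, but at most half, below -50%; inactive means no replicate well below -50%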;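 further: luciferase reports HSF-1 transcriptional activity via heat shock element; 0% = median of DMSO wells and -100% = zero luminescence signal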
HSP90 refold inh: inhibitors of HSP90 luciferase refolding in rabbit reticulocyte lysate; luciferase refolding luminescence, 3 h; inhibition, % at 5.6 µM; hit rate 0.91% among 290,000; AID 1789;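 active means inhibition above the screen-wide mean plus 3 SD, computed separately per campaign, cut at about 16% in these data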;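 further: 0% = DMSO wells and 100% = 60 µM geldanamycin wells; inhibitors lower the luminescence because luciferase stays unfolded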
HSF-1 act: increases HSF-1 driven luciferase reporter signal; NIH3T3-HGL HSF-1 luciferase reporter, MG132, 8 h; 100% = twice DMSO control signal; activation, % at 9 µM; hit rate 1.7% among 300,000;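 active means mean replicate activation of at least 50% with a set share of replicates each reaching 50%; inconclusive means only one of those two conditions met; inactive means mean below 50% and too few replicates reaching it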;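 further: 0% = median of the neutral control wells and 100% = twice that signal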
aSyn UTR inh: 5' untranslated region of α-synuclein, MLPCN primary screen. alpha-synuclein 5'UTR reporter, inhibitor activity. inhibition, % (tested at 7.5 µM). hit rate 0.82% among 300,000. AID 1813; in the data active means inhibition above about 60%; inconclusive means no clear call, values can overlap the other calls;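 further: H4 neuroglioblastoma cells stably carrying SNCA 5'UTR luciferase fusion; 0% = DMSO wells and 100% = positive control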
HIF activator: HIF pathway transcriptional activation. AID 1910. hit rate 0.32% among 300,000. U2OS HRE-luciferase reporter, luminescence; normalized: DMSO 0%, desferrioxamine 100%. activation, % at 7.5 µM (by protocol);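 active means mean activation of at least 10% of the iron chelator positive control signal, with at least half of replicates also reaching 10%; inconclusive means mean and replicate majority disagree about reaching 10%; inactive means mean and most replicates under 10%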
HDAC3 inhib: inhibitors of human histone deacetylase 3; O15379; inhibition, % at 8.3 µM; recombinant HDAC3, fluorogenic peptide/trypsin coupled, fluorescence; hit rate 0.15% among 320,000; in the data active means inhibition above about 26%, passing the limit was not always enough; inconclusive means no clear call, values can overlap the other calls
Target sequence (O15379 whole entry, looked up): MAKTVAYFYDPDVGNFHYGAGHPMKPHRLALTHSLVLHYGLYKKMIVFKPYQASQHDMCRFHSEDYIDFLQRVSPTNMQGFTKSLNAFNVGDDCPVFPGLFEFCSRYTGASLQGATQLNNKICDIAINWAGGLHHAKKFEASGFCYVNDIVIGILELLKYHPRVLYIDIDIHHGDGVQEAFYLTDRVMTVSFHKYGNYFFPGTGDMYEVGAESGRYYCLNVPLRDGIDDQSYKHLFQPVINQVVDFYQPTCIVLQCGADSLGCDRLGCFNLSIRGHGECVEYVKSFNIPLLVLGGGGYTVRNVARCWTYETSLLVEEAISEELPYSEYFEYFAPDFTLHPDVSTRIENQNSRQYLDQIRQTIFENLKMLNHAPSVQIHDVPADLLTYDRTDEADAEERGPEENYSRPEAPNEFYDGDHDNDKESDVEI
Platelet DG rel: platelet dense granule release activity; human platelet-rich plasma, SFLLRN dense granule ATP release, luminescence; inhibition, %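 (compounds screened at 7.5 µM in platelet-rich plasma)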; hit rate 0.22% among 300,000;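 active means mean replicate score, as percent of positive control, at or above 50; inconclusive means mean below 50 but at least one replicate at or above 50; inactive means mean and every replicate below 50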
IEC-6 tox: kills IEC-6 intestinal cells in KLF5 counter-screen; IEC-6 cytotoxicity, luminescence viability; inhibition, % at 5 µM; hit rate 0.78% among 290,000; AID 1825; in the data active means inhibition above about 22%;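 further: 0% = plate median of test compound wells and 100% = cytotoxic reference compound wells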
Starred values were filed as active, the others as inactive; ? = inconclusive; · = not tested or not shown.

SMILES	KLF5 inh	AI-2 QS mod	HSF1 inhib	HSP90 refold inh	HSF-1 act	aSyn UTR inh	HIF activator	HDAC3 inhib	Platelet DG rel	IEC-6 tox
Cc1noc(C)c1COc1ccccc1C(=O)N1CCN(S(=O)(=O)c2ccccc2F)CC1	·	11	-1	·	-16	3	-0.1	-1	2	·
COP(=O)(CN(Cc1ccccc1)C(=S)Nc1c(C)cccc1C)OC	11	22	7	2	-11	-4	-0.5	-1	-5	5
COc1ccccc1OCC(=O)Nc1cccc(-c2nc3ccccc3o2)c1	-48	-4	-14	5	-18	-25	0.2	0	-7	1
O=c1[nH]cnc2ccccc12	-37	-1	1	-2	11	18	-0.4	7	-1	-7
COc1ccc(/C=N/n2c(C)nc3sc(C)c(C)c3c2=O)cc1	8	11	-5	1	3	-7	0.1	-3	-9	0
Cc1ccc(NC(=O)c2cc(S(=O)(=O)N3CCCCC3)cs2)cc1	-52	14	-3	-5	-7	13	-0.1	2	7	2
O=C(COC(=O)c1ccc(S(=O)(=O)NCc2ccco2)cc1)c1ccccc1	-36	28	-14	-1	-8	3	-0.3	0	1	-1
CCOCCCNC(=O)c1c[nH]c2ccc(OCC)cc2c1=O	-3	1	-4	-1	8	10	-0.1	·	-1	6
O=C(NCc1nnc(SCC(=O)N2CCCC2)o1)c1ccco1	-4	-3	5	-2	-8	-4	-0.2	-1	-5	-4
CCN(CC)S(=O)(=O)c1ccc(N2CCCC2)c(NS(=O)(=O)c2ccc([N+](=O)[O-])cc2)c1	-5	0	2	4	-16	-15	-0.3	6	-6	-3
COc1ccc(C(=O)Nn2c(C)nc3ccccc3c2=O)c(OC)c1	-19	0	-3	2	-20	-4	0.8	-1	-8	6
O=C1c2c(O)cc(O)cc2O[C@H](c2ccc(O)cc2)[C@H]1O	·	10	8	·	12	2	-0.1	-1	1	·
COc1ccc(CNS(=O)(=O)c2c(C)[nH]c(C)c2C(=O)N2CCCCC2)cc1	-4	1	-5	-5	9	-21	0.0	-4	18	0
O=C(COC(=O)c1c(Cl)cccc1Cl)Nc1cc(Cl)ccc1Oc1ccccc1	-25	7	-12	2	6	5	0.0	-3	2	-3
Cn1nnnc1SCC1=C(C(=O)O)N2C(=O)C(NC(=O)C3CC3c3ccccc3)C2SC1 (stereo not drawn)	-28	43	-6	6	4	-32	-0.7	-5	-3	-5
Nc1ccc(S(=O)(=O)N2CCC(Cc3ccccc3)CC2)cc1	-14	40	-55*	8	-64	6	1.6	-2	-7	4
NC(=O)c1ccc(Cc2ncc(C(F)(F)F)cc2Cl)s1	16	9	-3	1	5	-5	-0.4	-10	2	-4
CC1=NN(c2ccc(Cl)c(C(=O)O)c2)C(=O)/C1=C\c1ccc(-c2ccc(C(=O)O)cc2)o1	-2	18	-14	0	-10	-18	0.0	·	-1	-2
O=C1c2ccccc2-c2cccc(C(=O)N3CCN(C(=O)c4ccccc4)CC3)c21	-9	14	-6	1	11	18	-0.1	0	12	1
COc1ccc2c(c1)SCCC2=O	-6	36	-2	5	-10	10	0.1	1	-3	0
CCCCN(CC)CCCNC(=O)c1cc2c(=O)n(C)c3ccccc3c2n1C	-13	14	4	4	-1	-29	0.0	-10	2	9
Cc1cc(C)cc(C(=O)NC(=S)Nc2ccc3[nH]c(=O)[nH]c3c2)c1	9	8	-7	4	-3	23	-0.9	-2	-16	8
Cc1csc2nc(O)c(C(=O)NCCN3CCOCC3)c(=O)n12	·	8	-2	·	-7	0	0.4	-1	19	·
CSc1ccc(C(=O)C2CCCN(C(=O)c3cc(C)n(C)n3)C2)cc1 (stereo not drawn)	-12	10	1	-9	3	-6	0.2	5	-8	-7
Cc1cc(/C=C(/C#N)C(=O)O)c(C)n1-c1cccc2ccccc12	-18	34	10	1	11	1	-0.4	-7	-4	-6
COCCNC(=O)C(=O)NCC1OCCCN1S(=O)(=O)c1cccs1 (stereo not drawn)	-13	12	-5	3	-5	-16	-0.4	0	-7	0
O=C(CCC(=O)N(CC(=O)NC1CCCC1)Cc1ccccc1Cl)Nc1nccs1	25	0	-8	-4	1	5	0.3	0	3	5
COC(=O)C(C(=O)OC)C(C(C)C)C(C(=O)OC)C(=O)OC	-2	4	-2	0	-5	5	0.5	-5	-8	-2
COc1ccc(NC(=O)CSc2ncnc3c2sc2ccccc23)c(OC)c1	-8	12	0	-1	9	-19	0.4	-5	-22	1
CCOC(=O)c1ccc2c(c1)nc(SC/C(O)=C(\C#N)c1nc3ccccc3[nH]1)n2CC	-15	22	-4	4	-11	34	0.8	4	-4	5
Cc1ccc(NC(=O)c2cccs2)cc1NC(=O)c1ccco1	4	15	5	3	-8	-10	-0.2	5	1	1
CSc1nnc(-c2ccc(S(=O)(=O)N3CCCCC3)cc2)o1	-16	·	-3	4	24	-1	-0.3	-5	10	1
CC(=O)c1ccc(N2C(=NC(=O)C3CCCCC3)SC3CS(=O)(=O)CC32)cc1 (stereo not drawn)	-12	9	1	-5	7	7	0.5	-2	1	-4
CC(=O)c1cccc(OCc2cc(C(=O)N(C)CCc3cnn(C)c3)no2)c1	-35	-16	5	-6	-2	-9	0.6	-4	-8	-2
COc1cc(C(=O)NCCc2ccc(F)cc2)c([N+](=O)[O-])cc1OC	2	4	5	-3	4	17	-0.5	-4	-4	-8
Cn1c(Oc2ccccc2NCc2cccc(Br)c2)cc(=O)n(C)c1=O	8	13	7	0	6	19	-0.4	-3	4	9
O=C(Nc1nc2ccccc2[nH]1)c1ccccc1OC(F)F	-76	10	26	30*	60*	1	0.0	3	39	11
Cc1nn(C)c(C)c1CS(=O)(=O)c1ccccc1	-16	3	4	2	10	17	0.0	-13	0	4
CCCCn1nnc(NC(=O)c2sc3cc(Cl)ccc3c2Cl)n1	-36	0	7	0	6	-32	0.1	-4	0	-2
CC(C)(C)OC(=O)N1CCC(c2c(C(=O)O)cnn2-c2ccccc2)CC1	-23	7	1	3	-14	-5	-0.3	-14	5	0
O=C(CCC(=O)OCC(F)(F)C(F)F)Nc1ccc(F)cc1F	-20	8	-1	0	-5	-4	0.1	3	-11	0
C=C(CO)C1Cc2cc(C(C)=O)ccc2O1 (stereo not drawn)	·	12	-1	·	1	-15	0.1	-5	-4	·
CC(c1ccccc1)n1c(S(=O)(=O)O)nc2ccccc21 (stereo not drawn)	-16	12	-3	-1	-5	2	-0.9	0	3	0
COc1ccc(OC)c(NC(=O)C2CC(=O)N(c3ccccc3)C2)c1 (stereo not drawn)	24	15	4	4	13	29	-0.1	1	9	1
O=[N+]([O-])c1ccc(NCc2ccccc2)nc1	-35	-9	13	1	44	-67	1.3	-4	-10	6
CCOc1ccc(Cl)cc1S(=O)(=O)N1CCC(C(=O)NCc2ccco2)CC1	0	15	-5	-5	-9	12	0.1	-1	13	-5
CCC1(C)CC(=O)N(c2ccc(F)c(Cl)c2)C(=O)C1	13	6	-4	-2	-3	0	-4.9	-7	4	1
COC(=O)C1CCN(c2cc(=O)n(Cc3ccc(F)cc3)c(=O)[nH]2)CC1	-8	13	3	2	-7	13	-0.2	0	0	-1
COc1cc2c(C(=O)N3CCN(c4cccc(Cl)c4)CC3)cn(CC(C)C)c(=O)c2cc1OC	-15	2	-1	-1	19	34	0.6	4	1	-2
COc1ccc(CNC(=O)[C@@H](C)NC(=O)[C@@H]2Cc3ccccc3CN2)cc1	-16	14	-2	1	-5	-4	-0.1	0	2	-4

Next part.
SMILES	KLF5 inh	AI-2 QS mod	HSF1 inhib	HSP90 refold inh	HSF-1 act	aSyn UTR inh	HIF activator	HDAC3 inhib	Platelet DG rel	IEC-6 tox
Cc1cccc(-n2ncc3c2CCCC3NC(=O)CCCN2CCCCC2=O)c1C (stereo not drawn)	-10	40	-13	-5	-13	-13	-0.8	-2	1	-6
CCc1ccc(NC(=O)Cc2ccc(NC3=NC4CS(=O)(=O)CC4S3)cc2)cc1 (stereo not drawn)	4	30	3	4	-10	7	0.0	5	-2	1
Cc1nc(C)c(C(=O)N2CCCC(C(=O)c3ccc4ccccc4c3)C2)s1 (stereo not drawn)	-31	10	-1	-4	38	-6	0.0	-3	-3	-4
COc1cc(/C=C2/C(=O)N(C)C(=S)N2C)ccc1OCc1cccc(F)c1	-18	18	-1	-8	-1	-156	0.1	-1	-3	-10
CCOc1ccc(S(=O)(=O)N2CCOCC2)cc1NC(=O)c1ccccc1F	7	7	4	-3	28	9	-0.2	-1	-12	-1
CCCN1CCN(CCCNC(=O)c2ccc(NC(=O)C3=C(C)OCCS3)cc2)CC1	-8	19	-7	1	-13	0	-0.3	-2	8	-1
CCCCNC(=O)COC(=O)c1ccc(Cl)c(S(N)(=O)=O)c1	1	·	·	0	·	·	·	4	·	-5
O=C(CSC1=NS(=O)(=O)c2cc(Cl)ccc2N1)c1ccc(Cl)cc1	·	19	0	·	0	14	-0.2	·	6	·
O=C(COc1cccnc1[N+](=O)[O-])Nc1cc(S(=O)(=O)N2CCCCC2)ccc1Cl	21	18	?	5	-62	-2	0.4	6	0	2
CC1CN(S(=O)(=O)c2cc(C(=O)NCCC3=CCCCC3)ccc2Cl)CC(C)O1 (stereo not drawn)	·	22	27	·	32	-85	2.1	1	-9	·
Cc1sc(NC(=S)Nc2ccc(F)cc2)c(C(N)=O)c1C	-6	32	-4	-2	-20	-87	1.2	-2	5	2
O=C(NCCCn1ccnc1)c1cc([N+](=O)[O-])cc([N+](=O)[O-])c1	-10	22	7	2	-15	28	-0.2	-9	-31	-1
O=C(NCc1ccccn1)C1CCCN(S(=O)(=O)c2ccc(Br)cc2)C1 (stereo not drawn)	-24	4	4	3	4	-11	-0.6	0	-13	2
O=S1(=O)CCC(NC(=S)NCCNC(=S)NC2CCS(=O)(=O)C2)C1 (stereo not drawn)	-3	24	-5	2	10	12	1.0	-6	1	7
COCCN(C(=O)COC(=O)c1ccccc1Cc1ccccc1)c1c(N)n(Cc2ccccc2)c(=O)[nH]c1=O	·	8	7	·	6	16	0.0	0	-19	·
O=C(O)CCCNS(=O)(=O)c1ccccc1	-5	6	2	0	-16	9	-0.3	-2	-5	-2
COc1ccc(-c2nnc(SCC(=O)N3c4ccccc4Sc4ccccc43)o2)cc1	-35	8	-8	0	-3	7	-0.4	8	-3	-8
Cc1ccc(NC(=O)CSc2ccccn2)cc1S(=O)(=O)N1CCOCC1	-34	37	-4	1	0	15	-0.3	-3	-1	0
C/C(=N\NC(=O)CC(C)C)c1c(C(F)(F)F)[nH]n(-c2nc3ccccc3s2)c1=O	-30	7	-6	1	-21	-51	0.9	5	30	6
O=C(Oc1ccc2ccccc2c1)c1ccco1	-49	54	-2	-1	-4	-13	0.4	6	-2	-1
Cc1cc(C)nc(NS(=O)(=O)c2ccc(NC(=O)c3ccc(S(=O)(=O)N(C)C)cc3)cc2)n1	-10	13	-11	2	-12	2	0.0	2	-1	-2
C=CCOc1ccc(CN(C)C(=O)CNC(=O)c2ccc(-c3ccccc3)cc2)cc1	-2	20	-3	5	2	-6	-32	-2	-4	-6
